# Bioassay records from PubChem.
# Myeloid diff 2 = myeloid differentiation induction; ER-HoxA9 myeloid progenitors, lysozyme-GFP differentiation, flow cytometry; calls only at 10 µM; 360,000 tested, 1% active;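 active means normalized GFP-positive differentiation at or above the plate's own cutoff, the solvent-only control mean plus 3 SD; inconclusive means no clear call, values can overlap the other calls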;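 further: cells exposed to compound for four days before flow analysis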
# LYP phosphatase = inhibitors of LYP phosphatase, biochemical, fluorescence intensity, uHTS (AID 1779); recombinant LYP phosphatase, fluorescence intensity; higher % means a stronger effect; inhibition, % at 11.5 µM; hits with a dose series show IC50 in µM; 290,000 tested, 0.054% active;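 further: plate controls were vehicle with enzyme for no effect and no enzyme for full effect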
# Dengue-2 NS5 capping = Dengue-2 NS5 methyltransferase inhibitors, primary screen, biochemical, confirmation dose response (AID 588689); Dengue-2 NS5 methyltransferase capping enzyme assay, biochemical; higher % means a stronger effect; one-dose inhibition, % at 25 µM; IC50 in µM for titrated hits; 340,000 tested, 0.3% active; in the data active means a potency from the dose series; inconclusive means inhibition above about 29% without an active follow-up result
# SIAH1 antagonists = Siah-1 peptide-binding antagonists, primary screen, biochemical, fluorescence polarization, rhodamine-plectin, uHTS (AID 1817); Siah-1 / rhodamine-plectin peptide fluorescence polarization; higher % means a stronger effect; one-dose displacement, % at 20 µM; IC50 in µM for titrated hits; 290,000 tested, 0.02% active;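 active means displacement of at least 50% at 20 µM, with a fluorescence ratio check between 0.3 and a set limit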;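 further: plate controls were Siah plus tracer with DMSO for no effect and tracer alone without Siah for full effect; strong numbers were not always called active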
# XIAP displacement = small molecules displacing peptide from XIAP – biochemical, IAP family, fluorescence polarization (AID 1018). XIAP BIR domain, fluorescence polarization peptide displacement; higher % means a stronger effect. 200,000 tested, 0.007% active. one-dose displacement, % at 20 µM; IC50 in µM for titrated hits; in the data active means displacement above about 50%; further: a part of the inactive calls stands beside numbers as strong as those of hits
# AID2073 = inhibitors of Mint1-CaV2.2 protein interaction, biochemical, HTRF (AID 2073). HTRF protein-protein interaction, Mint1-CaV2.2; higher % means a stronger effect. inhibition, % at 20 µM, or IC50 in µM where a hit was titrated. 290,000 tested, 0.19% active; in the data active means inhibition mostly above about 51%, no sharp cut-off; inconclusive means no clear call, values can overlap the other calls; inactive means mostly below about 53%; further: some results filed as inactive read as strong as hits
# Lipid droplet = hepatic lipid droplet formation modulation. AML12 mouse hepatocytes, oleate lipid droplets, BODIPY imaging. inhibition, % at 6.5 µM. 240,000 tested, 0.4% active. AID 1656;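 active means lipid droplet intensity inhibited by at least 50%, with more than 500 cells counted; inconclusive means wells with under 300 cells, treated as cytotoxic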
#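 Material – mouse AML12 hepatocyte cell line, fixed after treatment · Compound dosing – one dose, 6.5 µM compound · Times – compound with oleate, overnight · Measured by – Image-based BODIPY and DAPI two-channel analysis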
# HIV fusion peptide = cell-free HIV fusion peptide-binding blockers – biochemical, uHTS, fluorescence dequenching, primary screen (AID 1986); cell-free peptide binding, fluorescence dequenching, 30 min; higher % means a stronger effect; inhibition, % at 20 µM, or IC50 in µM where a hit was titrated; 290,000 tested, 0.3% active; in the data active means inhibition mostly above about 52%, no sharp cut-off; inactive means mostly below about 76%; further: some results filed as inactive read as strong as hits
# HEK293 NOD2/NF-kB = inhibition of NOD2-driven NF-kB reporter – cell-based, luminescence, uHTS, HEK293 (AID 1566); HEK293 NOD2/NF-kB luciferase reporter, luminescence; higher % means a stronger effect; 290,000 tested, 0.63% active; one-dose inhibition, % at 4 µM; EC50 in µM for titrated hits; further: many of its hits are not listed in these tables
# Lipid droplet cells 6.5 µM = second read-out of Lipid droplet, no call of its own (marks repeat the call); cell count; measured here: cell count, cytotoxicity flag;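 cells counted across two imaged fields per well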
# Dengue-2 NS5 capping pilot replicate = second read-out of Dengue-2 NS5 capping, no call of its own (marks repeat the call); inhibition, %; measured here: pilot screen replicate inhibition
# Myeloid diff 2 GFP+ MAC1+ % = second read-out of Myeloid diff 2, no call of its own (marks repeat the call); GFP+ MAC1+ double positive, %; measured here: differentiation confirmed by MAC1 staining
# Numbers without * were called inactive; i = inactive; ? = inconclusive; / = no result given. Unless noted, no stated cut-off is given here; in the data, active means inhibition above about 50%; inactive means the rest.
SMILES,Myeloid diff 2,Myeloid diff 2 GFP+ MAC1+ %,LYP phosphatase,Dengue-2 NS5 capping,SIAH1 antagonists,XIAP displacement,AID2073,Lipid droplet,Lipid droplet cells 6.5 µM,HIV fusion peptide,HEK293 NOD2/NF-kB,others
CNC(=O)CC(C(=O)O)c1ccc(OCC(C)C)cc1 (configuration not stated),i,0.9,0.5%,-10.3%,0.2%,-7.4%,8.4%,-1.8,655,1.6%,-3.1%,
CCn1c(C)c2c(C)nnc(C)c2c1C,i,0.6,2.0%,1.1%,-2.3%,-4.4%,-11.8%,-13.0,557,2.5%,8.3%,
FC(F)(F)c1cccc(OCc2nnc3n2CCC3)c1,i,0.1,-5.4%,-5.1%,-3.6%,-5.2%,7.2%,4.9,728,-0.2%,9.9%,
CC1(C)OC(C(O)(c2ccccc2)c2ccccc2)[C@@H](C(O)(c2ccccc2)c2ccccc2)O1 (some centres not stated),i,1.1,0.2%,-5.0%,3.2%,/,2.2%,-2.3,788,3.4%,-2.6%,
COc1ccc(N(C(C)=O)c2nc(C)cc(C)c2C#N)c(OC)c1,i,0.3,-6.3%,-2.7%,7.2%,-2.3%,-2.6%,-3.0,726,2.0%,11.0%,
CCOC(=O)c1cc(-c2ccc(Cl)s2)[nH]n1,i,0.1,-7.4%,-4.7%,-3.8%,/,1.0%,-4.6,652,1.0%,-35.7%,
Cc1ccccc1NC(=O)CN1C(=O)S/C(=C\c2ccc(-c3cc(C(=O)O)ccc3C)o2)C1=O,i,0.4,12.7%,17.0%,0.6%,-29.7%,30.0%,-12.5,655,69.3%,29.5%,
CCOc1ccc(/C=C2\SC(=S)N(CCC(=O)Nc3cccc(C(=O)O)c3)C2=O)cc1,i,0.3,-3.7%,2.6%,4.6%,/,12.8%,/,/,63.8%,-4.6%,
COC(=O)c1cccc(NC(=O)CSc2nnc(C)o2)c1,i,5.5,-11.4%,-5.0%,6.1%,/,7.4%,0.3,783,3.3%,-6.5%,
c1ccc(-n2c(-c3ccncc3)nnc2N2CCOCC2)cc1,i,6.2,-7.1%,-2.8%,5.1%,-2.5%,0.5%,/,/,2.3%,4.7%,
CCOc1ccc(NC(=O)c2cc3c(=O)n(C)c4ccccc4c3n2C)cc1,i,2.4,5.0%,-6.5%,-4.1%,-1.5%,2.0%,/,/,-0.7%,4.0%,
O=C(CNS(=O)(=O)c1ccc(F)cc1)N1CCCCCC1,i,0.1,-3.7%,-3.0%,0.1%,-4.3%,-15.7%,-15.7,616,-0.1%,-8.8%,
Cc1cc2ncn(S(=O)(=O)c3ccc(S(=O)(=O)N4CCOCC4)cc3)c2cc1C,i,1.5,6.0%,-2.3%,1.1%,-14.5%,-5.4%,1.1,708,-0.1%,5.7%,
O=C1CN(C(=O)CSc2nc3ccccc3c(=O)n2CC2CCCO2)c2ccccc2N1 (configuration not stated),i,0.7,-1.5%,-7.0%,2.1%,-4.5%,-6.9%,-5.6,740,0.8%,15.1%,
CC(=O)N1CCN(c2nc(CC(C)C)c3c(c2C#N)CCC3)CC1,i,0.2,1.8%,0.0%,2.2%,-3.6%,8.1%,/,/,0.8%,14.9%,
COc1ccc(-c2nn(-c3ccccc3)cc2/C=N/O)cc1OC,i,0.1,-5.7%,2.0%,10.3%,/,7.7%,/,/,-1.5%,13.8%,
CN(C[C@H](Cc1ccccc1)N(CCN(CCc1ccccc1)N=O)N=O)N=O,i,1.3,-5.2%,0.8%,17.3%,-4.2%,10.1%,-10.0,679,0.5%,5.5%,
C/C(CCc1ccc2c(c1)OCO2)=N\N=C1\NC(=O)CC(C(=O)Nc2ccccc2)S1 (configuration not stated),i,5.9,0.7%,-1.6%,6.1%,-2.0%,-4.8%,/,/,1.1%,11.3%,
Cc1ccc(N(C(C)C(=O)N2CCN(Cc3ccccc3)CC2)S(C)(=O)=O)cc1 (configuration not stated),i,0.1,-4.9%,-1.7%,-4.4%,/,17.7%,-5.8,890,-2.3%,-17.1%,
Cc1cc(C)n(CCC(=O)N/N=C/c2ccccc2O)n1,i,0.3,-8.0%,1.9%,-1.3%,-10.1%,14.3%,24.0,665,-2.1%,-26.9%,
COc1cccc(N2CCN(CC(=O)Nc3ccc(SC(F)F)cc3)CC2)c1,i,0.4,-5.5%,-5.1%,7.6%,-3.4%,4.4%,-19.3,585,0.2%,2.6%,
O=C(CN1CCc2ccccc2C1)NCc1ccco1,i,0.7,-7.7%,-7.5%,-1.5%,-10.1%,-1.5%,9.1,771,-0.1%,11.7%,Dengue-2 NS5 capping pilot replicate=0.6
O=C(c1ccco1)N1CCN(C(c2ccc(F)cc2)c2nnnn2Cc2cccs2)CC1 (configuration not stated),i,0.4,-4.7%,-13.8%,5.1%,-5.5%,-5.9%,/,/,0.1%,7.6%,
Cc1cc(NS(=O)(=O)c2ccc(NC(=O)c3ccc(Cl)cc3Cl)cc2)no1,i,0.5,-1.1%,0.8%,-2.5%,/,12.7%,/,/,2.0%,-2.4%,
CN1CCN(c2c(F)cc3c(=O)c(C(=O)O)cn(CCF)c3c2F)CC1,/,/,-2.7%,/,7.3%,-5.7%,29.5%,-3.1,715,0.5%,13.0%,
COc1ccc(C2NC(=O)NC(C)=C2C(=O)OCc2ccc3c(c2)OCO3)cc1OC (configuration not stated),i,6.9,1.8%,-1.6%,-0.8%,-4.8%,3.3%,19.7,738,0.5%,-5.9%,
COc1cccc(-c2ccc(NC(=O)C3CCCN(Cc4cnn(C(C)C)c4)C3)cc2)c1 (configuration not stated),i,1.1,-7.2%,-6.4%,29.0%,/,14.0%,-1.9,836,-0.7%,20.6%,
COc1ccc(/C=C/C(=O)OCC(=O)NCCC2=CCCCC2)cc1OC,i,0.7,-0.8%,0.0%,-3.1%,-6.3%,-0.9%,6.6,701,-1.6%,-7.0%,
Cn1nc(C(=O)Nc2cccc(C(F)(F)F)c2)ccc1=O,i,0.2,-2.9%,2.4%,4.7%,-4.8%,?,9.9,742,2.4%,10.4%,
COc1cc(NS(=O)(=O)c2ccc(NC(=S)NC(=O)C3CCCC3)cc2)nc(OC)n1,i,5.0,-0.5%,11.2%,-1.0%,-0.1%,-16.3%,-3.6,757,14.7%,8.0%,

# Pulled one by one from the entries so far:
SMILES,Myeloid diff 2,Myeloid diff 2 GFP+ MAC1+ %,LYP phosphatase,Dengue-2 NS5 capping,SIAH1 antagonists,XIAP displacement,AID2073,Lipid droplet,Lipid droplet cells 6.5 µM,HIV fusion peptide,HEK293 NOD2/NF-kB,others
Cc1cc(NS(=O)(=O)c2ccc(NC(=O)c3ccc(Cl)cc3Cl)cc2)no1,i,0.5,-1.1%,0.8%,-2.5%,/,12.7%,/,/,2.0%,-2.4%,
CN1CCN(c2c(F)cc3c(=O)c(C(=O)O)cn(CCF)c3c2F)CC1,/,/,-2.7%,/,7.3%,-5.7%,29.5%,-3.1,715,0.5%,13.0%,
COc1cccc(-c2ccc(NC(=O)C3CCCN(Cc4cnn(C(C)C)c4)C3)cc2)c1 (configuration not stated),i,1.1,-7.2%,-6.4%,29.0%,/,14.0%,-1.9,836,-0.7%,20.6%,
O=C(CN1CCc2ccccc2C1)NCc1ccco1,i,0.7,-7.7%,-7.5%,-1.5%,-10.1%,-1.5%,9.1,771,-0.1%,11.7%,Dengue-2 NS5 capping pilot replicate=0.6

# More structures.
SMILES,Myeloid diff 2,Myeloid diff 2 GFP+ MAC1+ %,LYP phosphatase,Dengue-2 NS5 capping,SIAH1 antagonists,XIAP displacement,AID2073,Lipid droplet,Lipid droplet cells 6.5 µM,HIV fusion peptide,HEK293 NOD2/NF-kB,others
Cc1ccc(S(=O)(=O)CC(=O)N(C)C)cc1,i,0.2,-7.3%,-7.4%,6.6%,-2.6%,11.4%,9.5,735,0.2%,11.6%,
CCCCn1c(=O)c(CC(C)=O)nc2ccccc21,i,0.3,0.5%,-26.3%,5.1%,-1.9%,6.4%,0.5,687,4.9%,16.2%,
Cc1ccc(C(=O)c2cc([N+](=O)[O-])ccc2N2CCCCC2)c(C)c1,/,/,-4.5%,-11.8%,2.4%,-3.6%,-6.7%,?,/,1.0%,0.8%,
O=C(Nc1ccc(Cl)cc1)Nc1ccc(C(=O)N2CCOCC2)cc1,i,0.6,-5.8%,-20.3%,10.1%,/,1.2%,14.7,691,-1.9%,9.2%,
O=C(O)CCN1C(=O)C2CCCCC2C1=O (configuration not stated),i,0.5,-4.4%,-12.1%,2.7%,-2.6%,?,-9.3,775,0.9%,5.9%,
Cc1nn(CC2CC2)c(=O)n1-c1ccccc1F,i,0.4,0.0%,-12.1%,-0.7%,1.3%,-0.1%,5.3,674,0.0%,9.9%,
COc1ccc(-n2c(-c3ccccc3)c[n+]3c2CCC3)cc1,i,0.9,-3.5%,9.9%,1.4%,/,-8.3%,-0.4,655,1.4%,29.2%,
CCOc1cc(C(=O)N(C)c2ccccc2)cc(OCC)c1OCC,/,/,-9.4%,-7.5%,-0.8%,-3.3%,8.1%,-18.4,594,1.5%,6.2%,
Cc1ccc2c(c1)N(C(=O)CCC(=O)N1CCOCC1)CCO2,i,2.6,-11.5%,-2.1%,2.1%,/,5.4%,-0.4,778,-1.0%,11.9%,
COc1cccc(CNCc2ccc(OC)c3ccccc23)c1OC,i,0.2,-5.3%,-1.3%,-0.1%,/,15.1%,-11.4,853,-0.1%,-10.3%,
COC(=O)C1C(c2ccccc2)C(C(=O)O)C1c1ccccc1 (configuration not stated),i,0.6,-9.8%,-3.0%,-1.8%,-7.2%,4.6%,-5.8,720,0.4%,13.5%,
NS(=O)(=O)c1cccnc1Nc1cccc(Cl)c1Cl,i,0.6,-4.7%,-4.2%,-3.0%,-2.3%,21.8%,2.9,670,-0.2%,-6.6%,
Cc1cccc(C(=O)Oc2cc(C)[nH]c(=O)c2[N+](=O)[O-])c1,i,0.3,-11.0%,1.8%,2.2%,/,12.7%,4.3,710,-0.1%,6.8%,
N#Cc1c(-c2ccccc2)nc(-c2ccncc2)[nH]c1=O,i,0.4,4.6%,14.2%,-0.5%,-6.7%,18.0%,17.9,685,0.1%,1.1%,
CCOC(=O)C1CSC2(CCC(c3ccccc3)CC2)N1 (configuration not stated),i,0.1,-2.3%,-3.6%,-1.1%,0.2%,-27.0%,5.7,700,-0.1%,-1.1%,
COCC(C)NC(=O)c1cc(-c2ccccc2OC)on1 (configuration not stated),i,4.6,-6.8%,-5.6%,5.3%,-1.9%,12.9%,/,/,5.3%,-42.9%,
C=CCn1c(SCCCCCC)nc(O)cc1=O,i,1.1,2.1%,-3.5%,-0.9%,-5.3%,-6.6%,11.3,605,1.5%,5.8%,
O=C(C1=C[C@@H](c2csc3ccccc23)C[C@@H](OCc2ccc(CO)cc2)O1)N1CCN(Cc2ccc3c(c2)OCO3)CC1,i,2.6,5.2%,-5.5%,0.1%,-0.5%,39.8%,-22.6,690,1.5%,-8.7%,
Cc1ccc(C(=O)NCCCN2CCOCC2)c(Cl)c1,i,0.3,-8.5%,-2.3%,-1.4%,/,1.2%,-0.3,803,0.7%,1.3%,

# The list is partial; count on the stated rates, not on these rows.
